PLC-beta3 inh = human PLC-beta3 inhibitors, primary screen, biochemical, fluorescence | 1-phosphatidylinositol 4,5-bisphosphate phosphodiesterase beta-3 (Homo sapiens), Q01970 | Purified PLC-beta3, fluorogenic substrate | inhibition, % at 12.2 µM | actives 0.18% (n = 370,000); in the data active = inhibition above about 11%;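 note: 0% = median of compound wells on plate and 100% = full blocker control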
DDE Tn6 FP inh = inhibitors of Tn6 peptide binding to fibrin DD(E), primary screen, biochemical, fluorescence polarization, human fibrin, Tn6 probe; Fibrin DD(E) TRITC-Tn6 fluorescence polarization displacement; inhibition, % at 8.3 µM; actives 0.21% (n = 370,000);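 active = inhibition above a per-campaign cutoff: mean of compounds within control limits plus 3 SD, cut at about 15% in these data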;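 note: 0% = median of all compound wells on the plate and 100% = blocking peptide control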
PLC-gamma1 inh = PLC-gamma1 enzyme inhibitors, primary screen, biochemical, fluorescence, purified enzyme; AID 720700, 2013; fluorogenic substrate; inhibition, % at 12.2 µM; actives 0.84% (n = 370,000); in the data active = inhibition above about 9.5%
ADAM17 inh = ADAM17 inhibitors, primary screen, biochemical, QFRET; Disintegrin and metalloproteinase domain-containing protein 17 (Homo sapiens), P78536; recombinant ADAM17, EDANS/DABCYL FRET peptide cleavage; inhibition, % at 6.95 µM; actives 0.83% (n = 370,000);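 active = inhibition above the mean of compounds lying between control limits plus 3 SD, set per campaign, cut at about 8.5% in these data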;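 note: 0% = DMSO-only wells as the low control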
ARFGAP1 inh = inhibitors of rat ARFGAP1 GAP activity, primary screen, biochemical, fluorescence polarization, GDP tracer; Arfgap1-stimulated ARF1 GTP hydrolysis, GDP FP detection; inhibition, % at 16.5 µM; ADP-ribosylation factor GTPase-activating protein 1 (Rattus norvegicus), Q62848; actives 0.26% (n = 360,000); AID 651572, 2012;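 active = inhibition above a per-plate limit, mean inhibition of low control wells plus 3 SD, cut at about 25% in these data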;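 note: 0% = DMSO wells with enzyme and 100% = wells lacking Arfgap1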
Target sequence (Q62848 1-136 limits assumed): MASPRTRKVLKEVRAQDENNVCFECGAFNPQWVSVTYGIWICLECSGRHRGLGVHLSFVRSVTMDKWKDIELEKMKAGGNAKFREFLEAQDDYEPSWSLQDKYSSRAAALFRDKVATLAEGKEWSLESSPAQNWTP
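material = rat Arfgap1 catalytic domain, aa 1-136 | also added = human ARF1(Δ1-17)-GTP substrate | compound dosing = one concentration, 16.5 µM, DMSO 1.26% | times = GTP hydrolysis reaction 2 h at 25 °C | measured by = FP, GDP Alexa 633 tracer displaced from anti-GDP antibody, 620/688 nm | evaluation = percent inhibition of Arfgap1-stimulated GTP hydrolysis | replication = single well per compound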
ASAP1 inh = inhibitors of human ASAP1 ArfGAP activity, primary screen, biochemical, fluorescence polarization; Arf-GAP with SH3 domain, ANK repeat and PH domain-containing protein 1 (Homo sapiens), …; inhibition, % at 16.5 µM; ASAP1-stimulated ARF1 GTP hydrolysis, GDP FP detection; actives 0.19% (n = 360,000); AID 624377, 2012; in the data active = inhibition above about 25%;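 note: 0% = vehicle with enzyme and substrate and 100% = no enzyme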
Target sequence (Q9ULH1 325-724 limits assumed): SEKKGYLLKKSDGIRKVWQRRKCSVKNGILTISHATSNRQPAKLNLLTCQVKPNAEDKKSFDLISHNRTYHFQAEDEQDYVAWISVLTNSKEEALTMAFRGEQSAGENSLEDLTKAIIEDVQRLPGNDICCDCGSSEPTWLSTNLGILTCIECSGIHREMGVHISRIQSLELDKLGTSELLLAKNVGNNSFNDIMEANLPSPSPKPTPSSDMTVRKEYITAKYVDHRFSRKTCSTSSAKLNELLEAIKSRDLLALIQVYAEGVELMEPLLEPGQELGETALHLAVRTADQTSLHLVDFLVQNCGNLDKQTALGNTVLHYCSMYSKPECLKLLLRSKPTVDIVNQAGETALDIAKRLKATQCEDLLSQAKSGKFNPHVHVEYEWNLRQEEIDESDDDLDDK
MBD2 DNA inh = inhibitors of MBD2 binding to methylated DNA, primary screen, biochemical, TR-FRET, DNA-binding domain, human | MBD2 binding to methylated oligonucleotide | inhibition, % at 4.4 µM | actives 0.31% (n = 370,000) | AID 686964, 2013; in the data active = inhibition above about 13%
DDE Tn7 FP inh = inhibitors of Tn7 peptide binding to fibrin DD(E), primary screen, biochemical, fluorescence polarization, human fibrin, Tn7 probe. Fibrinogen beta chain (Homo sapiens), P02675. actives 0.13% (n = 370,000). inhibition, % at 8.3 µM. AID 720508, 2013. FP displacement of FITC-Tn7 peptide from fibrin DD(E); 0% = median of compound wells per plate;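 active = inhibition above the mean of compounds falling within the control limits plus 3 SD of them, cut at about 14% in these data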;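 note: 0% = plate median of compound wells and 100% = 10 µM Aha-Tn7 peptide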
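assay system = human clot-derived fibrin DD(E) complex | quantity = Fibrin-DD(E) at 2 µM final | timing = 10 min preincubation, 3 h with tracer, room temperature | signal = fluorescence polarization | measure = percent inhibition | benchmarks = high control wells with 10 µM unlabelled Aha-Tn7 peptide (full inhibition) | replicates = singlicate testing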
proKLK7 act = proKLK7 zymogen activators, primary screen, biochemical, fluorescence intensity; activation, % at 7 µM; actives 0.9% (n = 370,000); purified proKLK7, EDANS-DABCYL substrate fluorescence; 100% is mature enzyme control, 0% vehicle; AID 652039, 2013;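 active = activation above the mean of all tested compounds plus 3 SD, computed per campaign excluding outliers beyond control limits, cut at about 13% in these data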
Target sequence (P49862 whole entry, looked up): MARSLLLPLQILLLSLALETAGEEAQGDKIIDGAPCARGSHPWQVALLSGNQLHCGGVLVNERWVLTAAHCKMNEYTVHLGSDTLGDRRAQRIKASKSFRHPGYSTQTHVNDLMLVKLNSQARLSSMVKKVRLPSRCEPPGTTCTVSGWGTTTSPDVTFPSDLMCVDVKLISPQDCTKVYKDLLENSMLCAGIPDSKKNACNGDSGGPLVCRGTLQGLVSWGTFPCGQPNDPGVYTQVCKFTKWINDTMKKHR
UHRF1 binding = UHRF1 methylated DNA binding inhibitors, primary screen, counter-screen for MBD2 inhibitor project, biochemical, TR-FRET, human UHRF1, single concentration | inhibition, % at 4.4 µM | UHRF1 binding to methylated oligo | actives 0.75% (n = 370,000) | AID 687016, 2013 | E3 ubiquitin-protein ligase UHRF1 (Homo sapiens), Q96T88; in the data active = inhibition above about 21%;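 note: UHRF1 SRA domain binding a hemimethylated CpG hairpin DNA probe; 0% = median of test compound wells and 100% = reference inhibitor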
Starred values were filed as active, the others as inactive; / = not tested or not shown.

SMILES	PLC-beta3 inh	DDE Tn6 FP inh	PLC-gamma1 inh	ADAM17 inh	ARFGAP1 inh	ASAP1 inh	MBD2 DNA inh	DDE Tn7 FP inh	proKLK7 act	UHRF1 binding
C=CC[C@H](CC(=O)N(CCO)Cc1ccccc1)C(=O)N[C@@H](COC(=O)[C@H](CC=C)CC(=O)OC(C)(C)C)Cc1c[nH]c2ccccc12	2.6	-4.3	-2.6	5.5	10.8	1.0	2.7	-1.1	0.2	-0.7
CC(C)[C@H](N[C@@H](C)c1ccccc1)c1c(O)ccc2ccccc12	-47.5	2.6	-30.7	-32.0	4.1	6.5	6.8	3.9	-22.7	2.2
COc1cc2c(cc1OC)CN(C(=O)c1cc(S(=O)(=O)N3CCOCC3)ccc1C)CC2	-2.0	4.9	-1.3	-5.0	0.1	1.3	0.7	5.3	0.2	1.7
CCC(CC)Nc1ccc(C(CC(N)=O)NC(=O)Cc2ccc(Br)cc2)cc1[N+](=O)[O-] (stereo not given)	-2.9	6.7	4.5	-4.6	2.0	-0.8	-0.5	-4.9	0.2	1.1
O=C(Cc1cccc(C(F)(F)F)c1)NCc1ccc(Cl)cc1	1.0	5.9	-4.0	0.0	7.5	-13.0	2.0	3.8	-0.3	-3.5
Cc1cc(OC(C)C(=O)NCCc2c[nH]c3ccccc23)c2c(C)cc(=O)oc2c1 (stereo not given)	4.6	1.2	0.0	-4.1	-8.1	4.2	-2.8	-1.8	-0.8	0.5
CCc1ccc(S(=O)(=O)N/N=C\c2ccc([N+](=O)[O-])o2)cc1	-17.9	5.5	0.7	2.2	4.6	-7.2	-4.0	2.7	-0.1	1.8
CCOC(=O)c1ccc2c(c1)NC(=O)C(N1CCN(c3ccc(OC)cc3)CC1)S2 (stereo not given)	0.9	-4.8	2.1	-5.0	2.1	-8.2	-3.0	1.1	0.1	-2.0
COc1ccc(CNC(=O)Cn2nc(C(F)(F)F)cc2C)cc1	3.3	-2.2	0.5	0.8	6.3	-17.6	-0.6	-4.1	0.7	-4.4
O=C(CCN1C(=O)S/C(=C\c2ccccc2)C1=O)NC1CCS(=O)(=O)C1 (stereo not given)	1.3	3.2	3.1	2.4	6.5	-1.9	-5.7	9.6	0.2	-3.3
O=C(NCc1ccc2c(c1)OCO2)c1ccc(CN2CCc3ccccc3C2)cc1	0.4	2.4	0.1	5.5	5.7	-0.8	1.0	-3.6	-0.4	-3.0
O=c1[nH]nc(CNc2cccc(C(F)(F)F)c2)c2ccccc12	-1.8	-1.8	-3.2	-1.1	-5.2	12.1	3.1	-3.9	0.1	1.0
CC(C)CN(C(=O)COC(=O)c1ccccc1NCc1ccco1)c1c(N)n(Cc2ccccc2)c(=O)[nH]c1=O	-98.1	-10.4	-84.3	-114.7	-3.3	-22.8	-2.7	8.8	-2.6	0.8
CCOc1ccc(NC(=O)Nc2ccc(N(C)C(C)=O)cc2)cc1	0.6	3.8	2.0	-3.4	13.3	-5.1	1.7	2.2	0.0	0.3
CC1CN(C(=O)c2cc([N+](=O)[O-])cc([N+](=O)[O-])c2)CC(C)O1 (stereo not given)	5.5	6.5	1.1	0.0	-5.4	-1.2	-7.3	5.6	-0.1	-0.2
CCN=C1SC(C(=O)Nc2ccc(OC)cc2)CC(=O)N1CC (stereo not given)	0.2	-0.1	-1.9	-2.8	8.9	-0.6	3.9	3.0	-0.1	2.8
COc1ccc(NC(=O)c2ccccc2-c2ccc(C(F)(F)F)cc2)cc1S(=O)(=O)N1CCOCC1	3.6	9.3	4.9	5.8	5.8	-4.6	1.1	-8.9	0.0	5.5
COC(=O)c1cc(S(=O)(=O)NCCc2ccc(C)cc2)c[nH]1	0.1	-1.8	-1.6	-2.1	15.8	-5.3	2.7	0.8	-1.1	1.6
COC(=O)[C@H](C(C)C)N1CCc2nnn(Cc3ccccc3)c2-c2cc(F)ccc2S1(=O)=O	2.0	3.7	1.0	1.8	/	/	0.5	1.2	0.0	-1.8
CC(NC(=O)C1CCC(CNc2c(N3CCOCC3)c(=O)c2=O)CC1)c1ccccc1 (stereo not given)	7.5	1.6	1.3	-0.7	-2.8	4.1	-0.3	-4.0	-0.5	2.3
Cc1cc(C)c2ccc3c(C)c(C)n(C)c3c2n1	-47.1	4.4	-30.7	-11.7	-7.0	2.1	3.4	0.6	-6.6	1.6
CCCCC(=O)N1CCN(c2nc3ccc(Br)cc3s2)CC1	-6.0	5.0	-0.3	-2.1	4.5	0.1	-2.3	-7.9	0.3	-2.2
Cc1cc2ccccn2c1C(=O)c1ccncc1	-1.4	6.6	-1.4	-4.0	9.1	14.5	-0.2	2.3	-0.6	-2.0
COc1c(O)cnn(-c2ccccc2)c1=O	-2.5	7.8	1.7	-2.2	-14.1	3.7	-1.1	-2.9	0.1	-1.9
O=C(NCc1ccc(Cl)cc1)c1ccc(Br)o1	2.7	-9.2	-0.4	-1.6	-17.0	-2.0	0.6	-4.4	-0.4	-0.6
Cc1cc(S(=O)(=O)NC2CCCCC2)ccc1OCC(=O)NCC1CCCO1 (stereo not given)	0.0	-2.0	0.6	-3.3	2.9	-1.4	9.1	-0.7	-0.3	1.4
Cc1ccc(C(=O)NNC(=O)/C=C\C(=O)O)cc1	-5.8	-3.5	-0.7	-1.4	6.5	-5.3	-0.4	4.6	0.2	0.8
COc1ccc(C)cc1N(C)C(=O)c1coc(=O)c2ccccc12	-2.1	10.2	-0.8	-7.2	4.5	-13.6	-1.1	0.0	0.1	0.3
COc1ccccc1-c1cc(SC)c(C#N)c(=O)o1	-19.6	3.3	-16.6	-4.0	-12.1	5.8	-0.5	6.8	-0.1	-0.7
Cc1ccc(OCc2cc(C(=O)N3CC4C[C@@H]5CC3C[C@H](C4)C5)no2)cc1C	-6.3	2.8	3.4	-3.8	4.5	-4.0	1.1	-3.1	-0.1	3.9
COC(=O)c1oc2ccc(Br)cc2c1-n1cccc1	-0.9	-6.8	0.8	-4.1	-4.4	0.6	0.6	5.1	0.1	1.4
Cc1cccc(OCC(=O)Nc2cc(NC(=O)COc3cccc(C)c3)cc(C(=O)O)c2)c1	-2.4	-4.5	2.9	-0.4	11.0	2.1	-5.8	-5.2	-0.2	-2.5
CN1C(=O)c2ccc(N(C)C)cc2C1=O	-34.0	4.5	-29.3	-5.1	4.0	4.4	-11.3	-4.8	1.6	-8.1
COc1ccccc1NC(=S)NC(C)=O	3.6	4.8	1.1	-0.4	2.8	5.9	-5.0	-4.8	-0.7	-0.8
Cc1ccc(CN2CCC(Oc3ccc(C(=O)NCc4ccccn4)cc3)CC2)o1	-8.7	0.2	-1.7	-0.8	-0.2	-1.3	1.4	1.3	0.1	4.3
CN(Cc1ccc(F)cc1)C(=O)CN1C(=O)c2ccccc2S1(=O)=O	7.5	10.4	1.4	0.8	-2.3	1.8	-0.6	0.8	0.7	0.8
Cc1cc(OC(C)C(=O)NC2CC(C)(C)NC(C)(C)C2)c2c(C)c(C)c(=O)oc2c1 (stereo not given)	-180.2	-7.4	-124.9	-114.7	21.0	17.5	4.7	-10.3	12.6	0.9
CC(=O)c1cccc(NC(=O)c2ccccc2OCc2ccc(F)cc2)c1	0.1	-9.2	-2.3	-2.2	16.5	-14.8	5.2	9.2	0.3	-0.2
Cc1cc(N2C(=O)C3CC=CC(C)C3C2=O)no1 (stereo not given)	-1.5	-6.5	-0.5	2.0	-3.1	8.2	0.8	1.4	0.4	0.0
O=C1c2ccccc2-c2nc3ccccc3cc21	-22.4	-1.3	-12.7	0.1	0.8	0.2	-1.8	-3.0	-2.0	-24.9
CCOC(=O)C1CCN(C(=O)c2ccccc2CCc2ccccc2)CC1	-10.3	-10.8	-2.2	-7.0	5.0	9.9	4.7	-3.9	1.1	6.3
Cc1ccc(S(=O)(=O)Nc2cccc(-c3ccc(N4CCCCCC4)nn3)c2)c(C)c1	-12.5	-2.4	-7.4	3.0	5.6	-4.4	0.4	4.3	-0.7	-1.8
Clc1ccccc1-c1nnc2sc(-c3cccs3)nn12	-1.5	3.1	0.0	-4.0	5.5	-2.2	5.1	3.3	-0.5	-1.7
Cc1ccc(NC(=O)c2cccnc2C(=O)Nc2ccc(C)cc2)cc1	-6.9	9.1	-1.2	-5.3	14.9	-3.8	-4.1	0.6	-12.2	1.0
C/C(=N\NC(=O)c1ccc(-n2cnnn2)cc1)c1ccc(C)cc1	-6.0	2.5	-0.1	-0.4	7.7	5.1	-3.1	-1.0	-0.1	-4.0
O=C(CSc1nnc(-c2ccccc2O)o1)N1CCc2ccccc2C1	-1.0	-7.8	3.6	0.7	-7.7	4.1	-5.5	0.3	0.7	-3.2
O=C(N/N=C/c1cccnc1)c1cccs1	-6.9	-2.4	0.8	-3.9	4.4	-5.6	3.7	3.8	-0.1	3.8
CC(C)(C)OC(=O)NCc1cc(F)ccc1/C=C/S(=O)(=O)NC1CCCC1	4.4	-7.2	9.8*	4.3	/	/	-3.9	-0.1	-0.4	3.1

Screens from PubChem BioAssay.
